From PubChem
TSG101-PTAP inh = blocks PTAP/TSG101 interaction to inhibit HIV-1 budding. AID 493005. Fluorescence polarization, FITC-PTAP peptide / Tsg101 binding. 340,000 tested, under 10 active. Potency, µM (highest dose often 115 µM), without a hit: at the top dose activity change, negative = inhibition, actives largely listed as inhibitors; active = well fitted inhibition curve with a large enough effect in the main read-out, with a control signal flat, not every such curve was filed as active; inconclusive = small, poorly fitted or top-dose-only effect, or effect the other way, or a change in a side signal; inactive = no such curve, though single readings can be large or run the other way; note: potency is the fitted concentration of half-maximal effect; % of control where 0% means no effect
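Steps: Tsg101 binding domain dispensed (10 uM final), compounds pinned in DMSO, FITC-labeled PTAP-motif peptide added (50 nM final); after 20 min binding at room temperature, polarization measured.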
Chronic BCR inh = blocks chronic active B-cell receptor signaling. ABC-DLBCL IkBa-CBG/CBR reporter, luminescence ratio, 4 h. actives 0.05% (n = 340,000). Potency, µM (doses to about 46.1 µM), inactives show at the highest dose ratio change, negative = lower green/red ratio, most hits filed as inhibitors; active = well fitted inhibition curve with a large enough effect in the signal ratio, with a control signal flat, not every such curve was filed as active; inconclusive = small, poorly fitted or top-dose-only effect, or effect the other way, or a change in a side signal; the % refers to the signal ratio;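 note: potency is the fitted concentration of half-maximal effect; plate controls were basal doxycycline-induced cells for no effect and cells given 10 µM MG132 for full effect; MG132 reads +100%, hits lower the ratio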
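Doxycycline induced both beetle luciferases in TMD8 lymphoma cells; IKK-driven degradation limits the IkappaBalpha-fused green signal, while red luminescence normalises for cell number and nonspecific effects. Compounds tested up to 46 uM, 4 hrs.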
USP2a block = blocks human ubiquitin-specific protease USP2a | USP2 core, Ub-CHOP2 coupled fluorogenic reporter, 485/531 | Potency, µM (doses to about 38.3 µM), without a hit: top-dose activity change, negative = inhibition, most hits filed as inhibitors | actives 0.01% (n = 330,000) | AID 463254;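 note: potency is the fitted concentration of half-maximal effect; plate controls were DMSO wells for no effect and full inhibition by NEM control for full effect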
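USP2 core (10nM final) preincubated 30min RT with compound in 20mM Tris-HCl pH 8.0, 2mM CaCl2, 2mM beta-mercaptoethanol, 0.05% CHAPS; 25nM Ub-CHOP2 plus 25nM reporter substrate added, fluorescence (Ex485/Em531) read after 60min.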
Eya2 inh = blocks the phosphatase activity of human Eya2. recombinant Eya2, OMFP fluorescence dephosphorylation (OMFP is methylfluorescein phosphate). Potency, µM (top dose mostly 76.9 µM), for the others: at the top dose activity, negative = inhibition, most hits filed as inhibitors. actives 0.006% (n = 330,000). AID 488837; note: potency is the fitted concentration of half-maximal effect; % is set by controls: 0 for no effect and ±100 for the full control effect
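Eya2 protein (added as 0.2 uM solution) was preincubated with compound for 10 min at ambient temperature in 50 mM HEPES pH 7.5, 50 mM NaCl, 5 uM MgCl2, 0.05% BSA, 1 mM DTT. OMFP (added at 50 uM) then reacted 10 min; fluorescence read at 485/525 nm.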
uPA surface inh = inhibitors of cell surface uPA generation | cell surface uPA generation assay, qHTS | Potency, µM (doses to about 38.3 µM), for the others: at the top dose activity change, negative = inhibition, most hits filed as inhibitors | actives 0.31% (n = 330,000); active = well fitted inhibition curve with a large enough effect; inconclusive = small, poorly fitted or top-dose-only effect; inactive = no such curve, though single readings can be large or run the other way; tested in mouse RAW 264.7 cells; note: potency is the fitted concentration of half-maximal effect; % is set by controls: 0 for no effect and ±100 for the full control effect; nearly all actives have a fitted effect of over 55% in size
TSHR antag = antagonists of human thyroid stimulating hormone receptor; P16473; actives 0.2% (n = 330,000); activity change, negative = inhibition, % at 11.5 µM; AID 504810; TSHR-expressing cells, TSH-stimulated cAMP HTRF, 2 h; stronger effect = lower value;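 active = activity change below a set negative limit, meaning inhibition stronger than a set level, cut at about -70% in these data; inconclusive = activity change between two set negative limits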; note: % is set by controls: 0 for no effect and ±100 for the full control effect
Target sequence (P16473 whole entry, looked up): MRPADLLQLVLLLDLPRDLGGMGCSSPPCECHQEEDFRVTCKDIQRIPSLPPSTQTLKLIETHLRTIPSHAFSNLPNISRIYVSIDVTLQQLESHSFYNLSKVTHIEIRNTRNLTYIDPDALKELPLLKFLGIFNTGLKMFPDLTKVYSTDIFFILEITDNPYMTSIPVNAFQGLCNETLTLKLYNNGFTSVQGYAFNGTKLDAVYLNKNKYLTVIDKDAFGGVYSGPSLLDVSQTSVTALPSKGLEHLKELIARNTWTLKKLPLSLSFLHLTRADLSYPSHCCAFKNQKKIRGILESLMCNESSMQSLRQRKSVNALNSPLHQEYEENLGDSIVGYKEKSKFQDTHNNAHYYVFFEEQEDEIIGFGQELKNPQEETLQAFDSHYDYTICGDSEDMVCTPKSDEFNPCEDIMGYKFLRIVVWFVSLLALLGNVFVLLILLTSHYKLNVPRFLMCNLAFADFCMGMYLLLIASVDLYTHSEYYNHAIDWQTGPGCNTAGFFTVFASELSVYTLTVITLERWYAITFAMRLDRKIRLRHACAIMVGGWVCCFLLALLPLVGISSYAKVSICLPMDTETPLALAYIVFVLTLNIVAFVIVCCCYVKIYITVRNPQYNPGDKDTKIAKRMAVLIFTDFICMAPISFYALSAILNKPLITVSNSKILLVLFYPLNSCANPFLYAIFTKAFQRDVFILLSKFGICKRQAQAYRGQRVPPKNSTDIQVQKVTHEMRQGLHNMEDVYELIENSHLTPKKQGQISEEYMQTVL
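TSHR-expressing cells were treated with compounds, then stimulated with TSH at EC80 (4nM final) for 2 hours at 37 deg C. Cellular cAMP was measured by HTRF competition between lysate cAMP and cAMP-d2 for a cryptate-labelled anti-cAMP antibody.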
B2AR arrestin = recruits beta-arrestin to the human beta2-adrenergic receptor; beta-arrestin recruitment to beta2AR, cell-based reporter; Potency, µM (titrated, usually from 46.1 µM), without a hit: at the highest dose activation, usual class: activators; P07550; actives 0.02% (n = 330,000);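 note: potency is the fitted concentration of half-maximal effect; 0% = DMSO controls and full agonism = EC100 isoproterenol or metaproterenol; nearly all actives have a fitted effect of over 65% in size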
ELG1 repair inh = ELG1-dependent DNA repair inhibition. actives 2.3% (n = 330,000). Potency, µM (titrated, usually from 46.1 µM), for inactives: at the top dose activity change, negative = inhibition, usual class: inhibitors. HEK293T ELG1-luciferase reporter, luminescence, 16 h; DNA damage induced by 5-fluorouridine; note: potency is the fitted concentration of half-maximal effect; % is set by controls: 0 for no effect and ±100 for the full control effect; nearly all actives have a fitted effect of over 55% in size
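Quantitative HTS, concentration-response format. 2,000 cells/well co-treated with 5-fluorouridine and compound, 16 hr in 5% CO2 at 37 °C; ONE-Glo luminescence read after 30 min.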
TCR act = activators of T cell receptors. primary human leukocytes, anti-CD3, IL-2 HTRF, 48 h. 330,000 tested, under 10 active. Potency, µM (titrated, usually from 9.22 µM), inactives show at the highest dose activation of IL-2 secretion, hits mostly activators. AID 504894; note: % of control where 0% means no effect
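Using a-CD3 beads without co-stimulation, primary human leukocytes were exposed to compounds for 48 hr. An HTRF IL-2 kit measured the cytokine, with europium-to-d2 energy transfer producing emission at 665nm upon 320nm excitation.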
Tb PFK inh = inhibitors of T. brucei phosphofructokinase; O15648; AID 485367; actives 0.17% (n = 330,000); Potency, µM (titrated, usually from 57.5 µM), for inactives: at the top dose activity, negative = inhibition, usual class: inhibitors; T. brucei PFK, ADP-Glo luminescence;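 note: potency is the fitted concentration of half-maximal effect; 0% = uninhibited 1x PFK enzyme wells and -100% = no-enzyme wells; nearly all actives have a fitted effect of over 60% in size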
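Luminescent ADP detection (ADP-Glo, two-step: ATP depletion then ADP-to-ATP conversion for luciferase) reported PFK activity after 45 min room-temperature reaction of 1.25 nM enzyme with 0.5 mM F6P and 0.1 mM ATP at pH 8.0.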
Mito fusion act = blocks mitochondrial division or promotes mitochondrial fusion. S. cerevisiae fusion-defective mutant growth rescue, CellTiterGlo 48 h. Potency, µM (highest dose often 46.1 µM), inactives show at the highest dose growth rescue (activation), most hits filed as activators. actives 0.23% (n = 320,000). AID 485298;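 note: potency is the fitted concentration of half-maximal effect; % of control where 0% means no effect; nearly all actives have a fitted effect of over 45% in size; temperature-sensitive fusion mutants such as fzo1-1 at 37 °C on non-fermentable ethanol glycerol medium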
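Compounds are tested for their ability to restore growth of mitochondrial fusion-defective yeast strains at non-permissive 37C in YPEG medium over 48 hours. Viability is quantified by luciferase luminescence.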
Active calls of the source: *; ? = inconclusive; . = not tested or not shown; [ ] = dose if it differs, or a comment. Unless noted, calls come from the whole dose curve; as a rule, active = well fitted curve in the direction sought with a large enough effect; inconclusive = small, poorly fitted or top-dose-only effect, or another doubt; inactive = no such curve, though single readings can be large; an effect the other way counts as inactive or inconclusive. Compounds as they come. About 3% of those tested had a hit in this group.

smiles,Tb PFK inh,TCR act,uPA surface inh,Eya2 inh,Mito fusion act,ELG1 repair inh,USP2a block,B2AR arrestin,TSG101-PTAP inh,TSHR antag,Chronic BCR inh
CCCCCCCCCCCC(=O)NC(C(=O)OCC)C(O)c1cccc([N+](=O)[O-])c1 (configuration not stated),0%,2%,-7%,-22%,-2%,0%,-1%,0.0%,?,-34,0%
Nc1[nH]n(-c2ccccc2)c(=O)c1N=Nc1ccccc1,19%,2%,5%,14%,0%,?,4%,-0.4%,-2%,1,?
CCCCN(C)C(=O)CCC(=O)Nc1ccc2nc(N3CCN(C)CC3)cc(C)c2c1,-23%,-6%,5%,4%,-2%,13%,0%,0.2%,-4%,11,-2%
CC(=O)Nc1ccc(NC(=O)CN2C(=O)COc3ccc(S(=O)(=O)N4CCCCC4)cc32)cc1,1%,0%,3%,-3%,0%,?,-2%,0.3%,-5%,1,-5%
CC1CC(C)CN(CCCNC(=O)CN2C(=O)COc3ccc(S(=O)(=O)N4CCOCC4)cc32)C1 (configuration not stated),-2%,-5%,-9%,-1%,3%,?,-1%,-0.5%,-4%,-104*,-13%
O=C(COC(=O)CCc1ccccc1)NC(c1ccccc1)c1ccccc1,-5%,9%[46.1 µM],7%,-1%,0%,2%,-1%,-1.0%,0%,16,0%
CCC1CCCCN1C(=O)c1c(-c2ccccc2)noc1C (configuration not stated),4%,4%[46.1 µM],2%,-2%,7%,-5%,-6%,-0.5%,0%,22,-2%
CC(=O)Nc1ccc(NC(=O)C(C)n2nc(C)c([N+](=O)[O-])c2C)cc1 (configuration not stated),-6%,-8%,5%,5%,2%,13%,0%,-0.2%,-5%,3,-2%
Cc1cccc(C(=O)NCC(=O)OCc2cc(=O)n3ccsc3n2)c1,-6%,-2%,6%,-8%,-8%,17%,2%,0.1%,-3%,1,7%
COc1ccc(OC)c(NC(=O)Cn2cccc2)c1,1%,-4%,.,?,-3%,?,0%,0.7%,1%,5,13%
Cn1ncc(Br)c1C(=O)NCc1cccs1,2%,1%,.,23%,2%,-26%,1%,-0.1%,-8%,-3,-6%
O=C(NCCCCc1ccccc1)C1CC(c2cc(C(F)(F)F)cc(C(F)(F)F)c2)=NO1 (configuration not stated),3%,10%,-1%,-12%,5%,0%,5%,0.3%,-4%,-3,-2%
COc1ccc(NCc2ccc(OC)c(OC)c2)cc1,-2%,.,.,9%,-1%,12%,1%,-0.2%,.,1,?
O=C(NCc1ccc(Cl)cc1)C(=O)NCC1OCCN1C(=O)c1ccc(Cl)cc1 (configuration not stated),-10%,-2%,0%,-12%,-2%,?,-4%,-0.7%,-2%,2,?
O=C(COC(=O)c1ccccc1O)Nc1ccc2ccccc2c1,6%,-10%[46.1 µM],-1%,2%,.,?,1%,0.2%,-1%,-8,3%
Fc1ccc(N2CCN(C(c3cccs3)c3nnnn3CCc3ccccc3)CC2)cc1 (configuration not stated),-2%,0%[46.1 µM],15%,0%,?,-14%,4%,2.8%,-1%,-15,0%
Cc1ccc(Nc2nnc(SCC(=O)NCCN3C(=O)CSC3=O)s2)cc1,-2%,5%[46.1 µM],?,2%,-8%,?,4%,-0.7%,1%,6,-11%
CCOc1cccc2cc(C(=O)NCc3ccccc3)c(=N)oc12,2%,-10%,5%,-4%,0%,23%,3%,-0.9%,-2%,2,2%
CCOC(=O)C(=CNc1ccc(-c2ccco2)c(Cl)c1)C(=O)OCC,0%,-5%,23%,-20%,0%,?,1%,-0.1%,-9%,-31,?
Cc1cc2c(cc1C)C(c1ccccc1F)CC(=O)N2 (configuration not stated),1%,1%,-8%,2%,0%,?,0%,0.2%,0%,-11,-6%
CC(=O)c1ccc(C(=O)N2CCC(n3nccc3NC(=O)C3CC3)CC2)cc1,-3%,2%,3%,-2%,-1%,19%,2%,-0.5%,-1%,12,0%
CCCc1c(C(=O)N/N=C/c2ccc(C)s2)nnn1-c1nonc1N,-8%,7%,0%,0%,-11%,20%,-1%,-0.2%,-6%,3,5%
c1cc2c(cc1Nc1nc(-c3ccc4c(c3)OCO4)cs1)OCCO2,3%,.,1%,-6%,1%,?,0%,0.2%,-10%,8,-17%
CC(C)CC(=O)Nc1cccc(C(=O)Nc2ccccc2C(=O)O)c1,1%,3%,.,-6%,0%,-17%,1%,3.5%,-5%,-3,?
CC(Sc1nncn1C)C(=O)Nc1nnc(-c2ccccc2)s1 (configuration not stated),0%,3%,-24%,6%,-1%,?,2%,0.5%,1%,0,?
CC(C)NC(=O)c1ccccc1NC(=O)/C=C/c1ccc([N+](=O)[O-])cc1,1%,2%,0%,1%,1%,0%,-2%,0.6%,0%,-2,13%
COc1ccc(N2C(=NC(=O)c3ccccc3)SC3CS(=O)(=O)CC32)cc1 (configuration not stated),-12%,3%,-4%,10%,-4%,3%,1%,-0.7%,1%,9,8%
COc1ccc(NC(=O)CC2C(=O)N(c3ccc(F)cc3)C(=S)N2NC(=O)c2ccccc2)cc1 (configuration not stated),-4%,-12%[46.1 µM],14%,2%,-7%,-8%,0%,9.0%,0%,-4,?
Cc1nc(SCC(=O)c2ccccc2)c(C#N)c(-c2ccco2)c1C(=O)NCc1ccco1,2%,2%,-1%,-5%,6%,?,-6%,-0.1%,14%,-5,?
C=CCOc1ccc(CNc2nccs2)cc1,-7%,-10%[46.1 µM],0%,4%,0%,?,0%,-0.1%,0%,-5,?
CCOC(=O)C1=C(C)NC(C)=C(C(=O)OCC)C1c1ccc(C)o1,-3%,0%,-4%,-15%,1%,-14%,0%,-0.3%,-8%,1,?
CCCCC1=CC2=CC(=O)C(C)(OC(=O)CC)C(=O)C2=CN1CCOC (configuration not stated),-6%,1%,7%,-11%,-23%,?,8%,-0.3%,-3%,-6,2%
Nn1c(-c2ccccn2)nnc1-c1ccccn1,-3%,14%,-3%,4%,2%,?,2%,-0.4%,-1%,2,?
c1ccc2c(c1)CCc1c-2nc2ccccc2c1N1CCOCC1,4%,-2%,4%,-10%,14%,0%,-2%,-0.1%,-8%,-5,?
Cc1cc(C)c2cc(CN(Cc3nnnn3Cc3ccc(F)cc3)C3CCCC3)c(=O)[nH]c2c1,2%,-6%,.,-2%,2%,5%,-9%,-0.2%,-1%,13,?
Cc1ccc(C(=O)CC(=O)COc2ccc(Cl)cc2)cc1,-9%,-5%[46.1 µM],5%,0%,20%,?,2%,-0.8%,1%,-1,-2%
O=C(/C=C/c1ccco1)Nc1ccc(N2CCCC2)cc1,1%,-1%[46.1 µM],0%,6%,-3%,?,1%,0.6%,-2%,-7,?
CCOCCn1c(CN2CCCCC2)nc2c1c(=O)n(C)c(=O)n2C,-3%,-4%,-2%,-5%,-3%,1%,2%,-0.1%,0%,7,17%
Cc1ccc(Oc2ccc(S(=O)(=O)Nc3ccc(C(=O)O)cc3)cc2)cc1,7%,3%,-1%,-9%,0%,12%,-6%,-0.1%,-10%,-29,?
O=C1CSC(=Nc2ccc(Cl)cc2)N1Cc1cccnc1,0%,-4%,-3%,6%,-1%,?,0%,-0.5%,-1%,-5,?
O=C(Nc1ccc([N+](=O)[O-])cc1)OCCc1ccccn1,-6%,-8%,-2%,-26%,7%,?,1%,-0.1%,3%,28,1%
Nc1c2c(nc3c1CCCC3)CCCC2 (tested in a mixture with another compound),0%,2%,-3%,1%,-5%,?,-1%,-0.1%,2%,18,-5%
COC(=O)c1cc2oc3ccccc3c2n1CC(=O)N1CCCc2ccccc21,-4%,-113%,-3%,1%,-3%,-26%,0%,0.3%,-2%,-6,?
CCOC(=O)C(C)n1nc(-c2ccccc2)c2ccccc2c1=O (configuration not stated),-1%,-3%,6%,9%,3%,-25%,0%,0.2%,0%,-13,1%
CC(C)Nc1ncnc2c1cnn2Cc1ccccc1Cl,2%,6%,0%,-6%,0%,-6%,2%,0.0%,-1%,-15,-2%
COc1cc2oc(=O)ccc2cc1[C@@H](O)[C@@H]1OC(C)(C)OC1(C)C,12%,4%,3%,7%,1%,0%,2%,-0.9%,-1%,-14,-1%
